Assay outcomes deposited in PubChem by SRMLSC.
SKBR3 24h inh: SK-BR-3 proliferation inhibitors, primary screen, cell-based, human, 24 h; viability, % at 10 µM; SK-BR-3 viability, CellTiter-Glo ATP luminescence; hits give low values; AID 847, 2007; 0.47% of 41,000 active;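 active = viability at or below the median of all test compounds minus 3 SD, in both replicates if run twice, cut at about 45% in these data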;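 also: 100% = median untreated cell wells and 0% = median positive control drug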
Active calls of the source: *; & = joins results of further samples.

SMILES	SKBR3 24h inh
c1ccc2c(c1)nc1n2CCN1CCNC1CCCCC1	70.3
COCCn1c(SCC(=O)Nc2cccc(OC)c2)nnc1-c1ccc(Cl)cc1	90.2
CCc1nc(SCCO)c2oc3ccccc3c2n1	99.4
O=C(c1cnccn1)N(c1ccccc1)C1(C(=O)NC2CCCC2)CCCCC1	85.2
Nc1nc(SCC(=O)c2ccc(Oc3ccccc3)cc2)n[nH]1	101.0
O=C(CN1CCN(c2ccc(F)cc2)CC1)Nc1cccc(C(F)(F)F)c1	85.4
CCN1CCc2c(C#N)c(NCc3ccccc3)nc(NCCO)c2C1	100.0
O=C(O)C1CCCCC1C(=O)NCCCc1ccccc1 (stereo not given)	81.5
O=C(CCNS(=O)(=O)c1ccc2c(c1)CCC(=O)N2)NCc1ccc2c(c1)OCO2	92.9
O=C(C1CCN(S(=O)(=O)c2cccc3cccnc23)CC1)N1CCc2ccccc21	75.0
Cc1ccc(N(C(C)C(=O)N2CCC(C)CC2)S(C)(=O)=O)cc1C (stereo not given)	113.0
O=CN1CCN(C(=O)CN2C(=O)c3ccccc3C2=O)CC1	114.6
CCOC(=O)Cn1nnc(-c2ccc(S(C)(=O)=O)cc2)n1	97.9
Cc1cc(-c2nnc(SCC(=O)N3C(C)CCCC3C)o2)no1 (stereo not given)	81.9
[O-][N+]1=C(c2cccs2)CN(O)C1	56.7
[O-][n+]1onc2c1CCc1c-2nc(-c2ccccc2)n1OCc1ccccc1	83.2
C=CCn1c(CC(=O)Nc2cccc(OC)c2)nnc1SCC(=O)NC1CCCCC1	98.1
O=C(Nc1nncs1)C1(c2ccccc2)CCCC1	111.7
CCN1C(=O)/C(=C\N2CCN(c3cccc(Cl)c3)CC2)SC1=S	90.1
O=C(Nc1ccccc1Oc1ccccc1)c1ccc(Br)o1	88.2

A section taken from the entries so far, as a working copy:
SMILES	SKBR3 24h inh
c1ccc2c(c1)nc1n2CCN1CCNC1CCCCC1	70.3
COCCn1c(SCC(=O)Nc2cccc(OC)c2)nnc1-c1ccc(Cl)cc1	90.2
CCc1nc(SCCO)c2oc3ccccc3c2n1	99.4
O=C(c1cnccn1)N(c1ccccc1)C1(C(=O)NC2CCCC2)CCCCC1	85.2
Nc1nc(SCC(=O)c2ccc(Oc3ccccc3)cc2)n[nH]1	101.0

The listing picks up, repeating the 6 entries before the break.
SMILES	SKBR3 24h inh
[O-][N+]1=C(c2cccs2)CN(O)C1	56.7
[O-][n+]1onc2c1CCc1c-2nc(-c2ccccc2)n1OCc1ccccc1	83.2
C=CCn1c(CC(=O)Nc2cccc(OC)c2)nnc1SCC(=O)NC1CCCCC1	98.1
O=C(Nc1nncs1)C1(c2ccccc2)CCCC1	111.7
CCN1C(=O)/C(=C\N2CCN(c3cccc(Cl)c3)CC2)SC1=S	90.1
O=C(Nc1ccccc1Oc1ccccc1)c1ccc(Br)o1	88.2
Cc1cc(N2C(=O)CC(N3CCN(c4ccc(C(=O)c5cccs5)cc4)CC3)C2=O)no1 (stereo not given)	83.5
Cc1nn(-c2ccccc2)c2[nH]c(=O)c(CNCC3CCCO3)cc12 (stereo not given)	103.1
CC(=O)NC(CCS(C)(=O)=O)C(=O)Nc1ccc2c(c1)OCCO2 (stereo not given)	97.9
COc1nc2c(s1)C(=O)NCCC2	104.8
Cc1c(NC(=O)COc2ncnc3ccccc23)c(=O)n(-c2ccccc2)n1C	85.6
Cn1c(=O)c2c(nc(CN3CCOCC3)n2CC(=O)c2ccccc2)n(C)c1=O	109.3
O=C(O)CCc1ccc(-c2ccc(Cl)cc2)n1Cc1ccco1	99.1
COc1ccc(OC)c(NC(=O)Cn2cc(C(=O)c3ccco3)c3ccccc32)c1	82.9
CCOC(=O)CNC(=O)c1sc(NC(=O)c2ccccc2F)nc1C	70.3
c1ccc(CSc2nnc(SCc3ccccn3)s2)nc1	94.6
CC1C(=O)C(C)C(c2cccs2)NC1c1cccs1 (stereo not given)	92.7
CCOC(=O)CNC(=O)c1ccccc1Br	86.1
CCCCCCn1c(N2CCC(C(N)=O)CC2)nc2c1c(=O)[nH]c(=O)n2C	68.3
O=C(c1ccccc1)N(Cc1cccs1)C1CCS(=O)(=O)C1 (stereo not given)	89.5
CC(=O)c1cc2c(cc1NC(=O)Nc1cccc(Cl)c1)OCCO2	101.0
COc1ccc(OC)c(NC(=O)CSc2ncccc2C(=O)O)c1	92.8
Cc1cn([C@H]2C[C@H](N=[N+]=[N-])[C@@H](CO)O2)c(=O)[nH]c1=O	88.2
CCCSc1nc(C)c(CC(=O)O)c(=O)[nH]1	82.9
CCNc1nc(Oc2ccc(=O)[nH]n2)nc(SC)n1	90.2
COc1ccc(OC)c(C(=O)c2oc3ccccc3c2NC(C)=O)c1	92.1
Clc1ccc(-n2nnnc2-c2ccccc2)cc1	114.2
CCn1cc(C(=O)O)c(=O)c2cc(F)c(N3CCNCC3)cc21	111.2
CCc1cc(=O)oc2cc(C)c(CN3CCCC3)c(O)c12	102.7
C=CCn1c(CCNC(=O)C(C)(C)C)nc2ccccc21	85.5
CN(C)CCN1CC(C(=O)O)CC1=O (stereo not given)	51.7
CCc1ccc(C2CC(c3ccccc3)n3ncnc3N2)cc1 (stereo not given)	98.9
CN(CC(=O)N1CCCC1)S(=O)(=O)c1cc(Cl)ccc1Cl	76.5
CN(C)S(=O)(=O)c1cc(C(=O)NCC2CCCO2)c(Cl)cc1Cl (stereo not given)	86.0
CC1(C)OC(=O)C(=CNc2cccc(O)c2)C(=O)O1	52.5
COc1ccc(OC)c(CN(CCCN2CCOCC2)S(=O)(=O)c2ccc(NC(C)=O)cc2)c1	118.3
OC1(c2cccnc2)CCN(Cc2nnnn2C2CCCCC2)CC1	65.9
O=C(NCc1ccccn1)c1ccc(COc2ccc(Cl)cc2)o1	91.5
CC(NC(=O)c1ccccc1NC(=O)c1ccco1)c1ccccc1 (stereo not given)	85.6
CCn1c(SCC(=O)Nc2nccs2)nnc1-c1ccc(C)cc1	102.7
COc1ccccc1C1CC(c2ccc(Cl)cc2)Nc2ncnn21 (stereo not given)	80.0
O=C1c2ccccc2C(=O)N1CCCc1nc(-c2ccccn2)no1	121.0
Cc1cc2c(ccc3[nH]onc32)n1	106.5
Cc1cccc(NC(=O)CSc2nnc(-c3ccc(S(=O)(=O)N4CCOCC4)cc3)n2C)c1	90.5
CC(C)OC(=O)CSc1nnc(-c2ccccn2)n1C	91.5
NC(=O)c1nsc(C(=O)N(CC(=O)NCc2ccc3c(c2)OCO3)C2CCCC2)c1N	124.4
Nc1n[nH]c(-c2ccc(Br)cc2)c1Cl	81.2
Cc1cc(C)c2c(n1)nn1c(NCCCN(C)C)cc(C)nc21	77.8
COc1cc(NC(=O)COc2ccc(F)cc2)nc(OC)n1	110.4
CCn1c(Cc2c(C)[nH]c3ccccc23)n[nH]c1=S	82.2
CC(CN1c2ccccc2Sc2ccccc21)N(C)C (stereo not given)	98.6
Cc1occc1C(=O)Nc1ccc(S(=O)(=O)N2CCCC2)cc1	117.6
CCOc1nc(Oc2cccc(C(=O)O)c2)nc(Oc2cccc(C(=O)O)c2)n1	80.9
O=C1N/C(=C\c2ccccc2)c2ccccc21	91.4
COc1ccc(C(=O)N2CCC(C(=O)NCc3ccccn3)CC2)cc1	100.9
CC(=O)c1cc(-c2ccc(F)cc2)n(CCC(=O)Nc2cc(C)[nH]n2)c1C	96.6
CCCC(=O)Nc1ccccc1N1CCN(C(=O)C(C)C)CC1	79.3
CC(=O)Nc1ccc(NC(=O)CNS(=O)(=O)c2ccc(C)cc2)cc1	110.2
O=C(c1nc2ccccc2s1)N1CCN(c2ccccn2)CC1	85.2
O=C(Oc1ccc(OC(=O)N2CCCCC2)cc1)c1ccccc1	103.6
COCCNC(=O)C(c1ccc(C)o1)N(Cc1ccc(F)cc1)C(=O)Cn1nnc2ccccc21 (stereo not given)	93.3
O=C(Cn1c(=O)n(Cc2ccc3c(c2)OCO3)c(=O)c2ccccc21)N1CCCc2ccccc21	71.8
Cn1cnc2c1c(=O)n(CC(O)CO)c(=O)n2C (stereo not given)	60.2
Cc1c(C)c2ccc(OCc3ccc(C(=O)O)o3)c(C)c2oc1=O	82.9
Cn1c(=O)[nH]c(=O)c2c1nc(NCc1ccccc1)n2CCCc1ccccc1	81.8
N#CC1=C(N)Oc2n[nH]c(-c3cccs3)c2C1c1ccsc1 (stereo not given)	92.8

Going on with the list:
SMILES	SKBR3 24h inh
CCC(=O)NC1(C(F)(F)F)C(=O)Nc2c1c(=O)[nH]c(=O)n2Cc1ccco1 (stereo not given)	109.5
COc1cc(NC(=O)CN2c3cccc4cccc(c34)S2(=O)=O)cc(OC)c1OC	99.5
CC(C)(C)NC(=O)Cn1c(SCC(=O)NCc2cccs2)nc2ccccc21	58.2
COc1cc(C(=O)OCCN2CCCCC2)ccc1O	95.2
CCOc1ccc2nc(NC(=O)CSc3nnnn3C3CCCCC3)sc2c1	82.9
CC(=O)CCn1c(=O)n(CCC(C)=O)c(=O)n(CCC(C)=O)c1=O	108.0
CCNC(=O)CCn1nc(-c2ccc(Cl)cc2)c2ccccc2c1=O	67.7
COC(=O)c1c(N)n(-c2ccc(NC(C)=O)cc2)c2nc3ccccc3nc12	60.9
Cc1nnc(SCCn2c(Br)nc3c2c(=O)[nH]c(=O)n3C)s1	82.5
COc1ccc(OC)c(C2C(C#N)=C(N)Oc3cc(C)[nH]c(=O)c32)c1 (stereo not given)	89.7
Cc1ccc2[nH]c3c(c2c1)CCC3=O	118.1
CCC(C)[C@H](NC(=O)NCc1ccco1)C(=O)O (stereo not given in full)	112.1
CCCn1c(CCc2ccccc2)nnc1SCC(=O)N1CCOCC1	98.4
CN(CCO)C(=O)CCC(=O)Nc1ccc(S(N)(=O)=O)cc1	103.1
CCC(=O)c1ccc(OCC(O)CN2CCOCC2)cc1 (stereo not given)	84.2
CC1(C)CC(=O)C2=C(C1)N(Cc1ccco1)C(=O)C2(NC(=O)c1cccnc1)C(F)(F)F (stereo not given)	95.7
CCOC(=O)C1C(=O)OC2(CCCC2)C1C(=O)OCC (stereo not given)	88.0
COc1ccc(NC(=O)CCc2nc(-c3ccc(C)cc3)no2)cc1Cl	104.6
Cn1c(N)c(C(=O)COC(=O)C2(c3cccc(F)c3)CCCC2)c(=O)n(C)c1=O	80.0
COc1ccc2[nH]c3nc(SCc4nnc(-c5ccc(C)cc5)o4)nnc3c2c1	76.1
Cc1ccc(OCc2nnc(SCc3cc(=O)[nH]c4ccccc34)o2)cc1	93.3
CCc1nnc(NC(=O)CSc2nnc(-c3cc4ccccc4cc3O)n2CC)s1	79.6
COc1cc(C(=O)N(Cc2cc3cc(C)ccc3[nH]c2=O)CC2CCCO2)cc(OC)c1OC (stereo not given)	85.8
COCCN(Cc1cc2ccccc2[nH]c1=O)C(=O)c1ccccc1OC	85.7
O=S(=O)(c1ccc(-c2nnc(SCc3ccccc3)o2)cc1)N1CCCC1	93.9
Cc1cc(C)c(C(N)=O)c(Nc2ccc3c(c2)OCCO3)n1	92.1
Cc1ccc(-c2nnc(N3CCN(C(=O)c4ccco4)CC3)c3ccccc23)cc1	76.7
Cn1c(O)c(C=NC(CC(N)=O)C(=O)O)c(=O)n(C)c1=O (stereo not given)	109.8
O=C(Nc1cccc(Cl)c1N1CCCCC1)c1ccc2c(c1)OCCO2	79.9
COc1ccc(-c2nnc(SCC#N)o2)cc1	90.9
COCCOC(=O)C1=C(C)NC2=C(C(=O)CC(C)(C)C2)C1c1cccnc1 (stereo not given)	83.1
COc1ccc(N2CCN(C(=O)CSc3nnc(-c4cc5ccccc5cc4O)n3C)CC2)cc1	105.7
N#Cc1c2n(c3c(=O)n(Cc4ccccc4Cl)cnc13)CCCC2	96.4
O=S(=O)(c1cccc2cccnc12)N1CCN(Cc2ccc3c(c2)OCO3)CC1	106.5
Cc1ccc(S(=O)(=O)N2CCN(C(=O)CN3CCOCC3)C2C(C)C)cc1 (stereo not given)	75.6
CC(=O)Nc1cccc(OCC(O)Cn2cnc3ccccc32)c1 (stereo not given)	128.3
CCc1nnc(NC(=O)C2CCN(c3nccc(C)n3)CC2)s1	85.8
COC(=O)c1c(NC(=O)CSc2nnc(Cn3nnc4ccccc43)n2C)sc(C)c1C	78.3
C=CCSc1n[nH]c(-c2ccc(OCCCC)cc2)n1	88.0
Cc1ccc(NC(=O)NC2(C(=O)NCc3ccco3)CCCCC2)cc1	102.2
CCCCn1c(SCC(=O)NC(C)(C)C)nnc1-c1ccco1	102.2
COC(=O)c1[nH]c2ccc(F)cc2c1NS(=O)(=O)c1ccc(OC)cc1OC	102.3
N#Cc1nc(COc2cccc(Cl)c2)oc1N1CCN(c2ccccc2)CC1	94.2
Cc1ccc(-c2c3c(=O)n(C)c(=O)n(C)c3cn2Cc2ccccn2)cc1	134.9
Cc1cccc(N(CC(N)=O)S(C)(=O)=O)c1C	82.2
c1cc(CNc2ccc3c(c2)OCCO3)ccn1	103.8
CCCc1nnc(NC(=O)CCCC(=O)O)s1	87.9
O=C(Nc1cccc(S(=O)(=O)c2cccc(NC(=O)C3CC3)c2)c1)C1CC1	91.8
Clc1ccc(Cn2cc(/C=N/n3cnnc3)c3ccccc32)cc1	87.1
Cc1cc(=O)n(CC(C)O)c(O)c1C#N (stereo not given)	115.7&103.6
Cc1nnc(SCC(=O)Nc2sc3c(c2C#N)CCCC3)[nH]c1=O	85.7
C=CCn1c(C)cc(C(=O)COC(=O)C2CC(=O)N(Cc3ccccc3)C2)c1C (stereo not given)	98.1
COc1ccc(N2C(=O)CC(N3CCCC4CCCCC43)C2=O)cc1 (stereo not given)	85.9
c1ccc(C2=Nn3c(nnc3-c3ccncc3)SC2)cc1	119.7
O=C(CCn1nnc2ccccc2c1=O)N[C@@H](Cc1ccccc1)C(=O)O	99.7
COc1ccc(NC(=O)c2ccc(NS(=O)(=O)c3c(C)noc3C)cc2)cc1OC	89.9
Cc1cc(N2CCN(S(=O)(=O)c3ccc(Cl)cc3)CC2)c2ccccc2n1	81.2
Cc1ccc(Cl)cc1N1CCN(C(=O)CN2C(=O)c3cccc4cccc2c34)CC1	103.0

These rows are one share of the data. The share of hits here may be higher or lower than overall.
